Bioassay records as filed in PubChem.
Mdm2 ligase inh: Mdm2 E3 ligase (human) inhibition; cell-based MDM2 ubiquitination luciferase reporter, 2 h; 0 = plate control, 100 = twice control, blank-subtracted; signal enhancement, % at 5 µM; actives 0.11% (n = 210,000);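 active = signal enhancement of 30% or more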;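 also: luminescence tracks abundance of the self-degrading MDM2-luciferase fusion protein; higher signal means inhibition of MDM2 E3 ligase activity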
Target sequence (Q00987 whole entry, looked up, the tested form may be a part): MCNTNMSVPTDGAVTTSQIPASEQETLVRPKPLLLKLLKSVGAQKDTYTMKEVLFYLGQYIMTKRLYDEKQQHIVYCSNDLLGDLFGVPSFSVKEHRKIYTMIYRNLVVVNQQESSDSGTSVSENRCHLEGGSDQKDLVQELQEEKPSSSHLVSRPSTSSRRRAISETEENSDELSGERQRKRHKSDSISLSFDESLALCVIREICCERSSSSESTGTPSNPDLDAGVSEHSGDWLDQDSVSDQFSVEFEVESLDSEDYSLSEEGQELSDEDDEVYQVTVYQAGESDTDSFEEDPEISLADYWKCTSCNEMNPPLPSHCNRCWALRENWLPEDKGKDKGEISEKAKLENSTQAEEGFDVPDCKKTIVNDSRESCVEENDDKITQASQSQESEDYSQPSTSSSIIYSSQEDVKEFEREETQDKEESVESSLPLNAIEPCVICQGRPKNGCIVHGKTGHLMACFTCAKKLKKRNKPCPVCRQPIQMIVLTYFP
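Assay system: stable mammalian line carrying autodegrading MDM2–luciferase fusion reporter; amount: 2000 cells seeded into each well; buffer or medium: DMEM; benchmarks: plate control and blank wells; signal: luciferase luminescence; timing: 2 h compound exposure at 37 °C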
S1P4 ag: human S1P4 receptor agonism; actives 0.35% (n = 220,000); O95977; activation, % at 4.98 µM; AID 1509; S1P4-expressing cell line, agonist reporter assay; in the data active = activation above about 11%;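 also: 0% = DMSO vehicle and 100% = reference agonist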
eIF4E-4G inh: inhibitors of eIF4E and eIF4G interaction in translation initiation; TR-FRET eIF4E-eIF4GI(517-606) binding, 2 h; inhibition, % at 21.7 µM; actives 0.37% (n = 220,000);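 active = inhibition above about 30%, limit read from the data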;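 also: 0% = full FRET control wells and 100% = background wells lacking eIF4GI fragment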
S1P4 antagonist: antagonists of human S1P4 receptor; O95977; S1P4-expressing cells, antagonist mode, reporter read-out; inhibition, % at 4.98 µM; actives 0.26% (n = 220,000); AID 1510; in the data active = inhibition above about 29%;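 also: 0% = wells stimulated with agonist and 100% = vehicle wells without agonist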
NPY2 pot ag: potentiates or activates human NPY-Y2 receptor; activation, % at 3.6 µM; AID 1359; P49146; actives 0.45% (n = 220,000); cells expressing NPY-Y2, potentiator/agonist read-out; in the data active = activation above about 27%;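 also: cells stimulated with NPY near EC25 plus isoproterenol at EC100; 0% = vehicle plus submaximal agonist and 100% = vehicle plus saturating agonist; some results beyond the cut were filed as inactive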
Target sequence (P49146 whole entry, looked up): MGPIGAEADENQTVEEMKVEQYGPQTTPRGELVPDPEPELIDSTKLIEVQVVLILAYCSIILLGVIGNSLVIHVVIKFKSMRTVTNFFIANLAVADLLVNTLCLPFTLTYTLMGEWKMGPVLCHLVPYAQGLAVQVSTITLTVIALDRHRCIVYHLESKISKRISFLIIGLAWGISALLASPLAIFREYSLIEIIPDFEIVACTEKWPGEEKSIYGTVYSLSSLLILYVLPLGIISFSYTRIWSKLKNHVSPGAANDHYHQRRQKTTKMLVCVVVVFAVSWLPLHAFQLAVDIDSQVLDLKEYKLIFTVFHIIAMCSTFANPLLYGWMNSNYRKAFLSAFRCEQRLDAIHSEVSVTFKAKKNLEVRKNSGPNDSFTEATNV
PERK inhibitor: inhibitors of human PERK kinase | Q9NZJ5 | CHO PERK-DD fusion, SEAP luminescence translation reporter | inhibition, % at 5.6 µM | actives 0.17% (n = 220,000) | AID 1416;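 active = inhibition above the mean inhibition of all tested compounds plus 3 SD, set separately per screening campaign, cut at about 2.9% in these data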;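 also: PERK kinase domain activated by AP20187 dimerizer at 100 nM; 0% = DMSO with dimerizer and 100% = rapamycin at 8.4 µM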
BaF3 tox: counter-screen for JAK2V617F inhibitors: parental Ba/F3 viability inhibitors | AID 1486 | actives 1.1% (n = 220,000) | inhibition, % at 5.6 µM | CellTiter-Glo ATP luminescence;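 active = inhibition above a per-campaign cutoff, the mean inhibition of all tested compounds plus 3 SD, cut at about 27% in these data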;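 also: 0% = DMSO wells and 100% = JAK Inhibitor I control wells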
Ba/F3 V617F tox: reduce viability of Ba/F3 cells dependent on JAK2V617F | Ba/F3 EpoR-JAK2V617F viability, ATP luminescence | inhibition, % at 5.6 µM | actives 1.1% (n = 220,000) | AID 1446;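 active = inhibition above the campaign mean plus 3 SD over all tested compounds, cut at about 24% in these data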;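 also: cytokine-independent growth of Ba/F3 cells driven by EpoR plus mutant JAK2; 0% = DMSO-treated cells and 100% = JAK inhibitor I control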
Wee1 stabilizer: inhibitors of human Wee1 degradation | P30291 | HeLa Luc-Wee1K328M stability, luciferase luminescence; 100% = proteasome inhibitor MG132 effect | AID 1321 | actives 1.2% (n = 220,000) | reporter increase, % at 5 µM;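 active = activation above the mean of all tested compounds plus 3 SD, set per screening run, cut at about 8.8% in these data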;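 also: cells exposed to compound for 20 h before luminescence read; 0% = DMSO alone and 100% = MG132 at 30 µM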
* marks the source's active call; other numbers are inactive results; nt = not tested or not shown; [ ] = dose if it differs, or a comment.

SMILES	Mdm2 ligase inh	S1P4 ag	eIF4E-4G inh	S1P4 antagonist	NPY2 pot ag	PERK inhibitor	BaF3 tox	Ba/F3 V617F tox	Wee1 stabilizer
COC(=O)c1ccc(COC(=O)c2ccc(-n3cnnn3)cc2)o1	-11	-1.8	nt	-7	-3	0.7	1	-3	5
COc1ccccc1NC(=O)COC(=O)C1CC1	-18	0.6	-1	-16	14	0.6	3	1	-2
CC1(C)Cc2c(c(N3CCOCC3)nc3snc(Br)c23)CO1	-2	2.0	0	-26	-16	-0.8	17	9	-2
CCOC(=O)C(=CNc1ccc(NC2=NCC(C)(C)S2)cc1)C(=O)OCC	-53	0.8	2	-23	9	-2.2	6	12	0
Clc1ccc2[nH]c3c(c2c1)CCc1cn[nH]c1-3	-11	3.4	10	9	46*	-0.3	4	4	-2
COCCN1Cc2cccc(C(=O)Nc3c(C)cccc3C)c2C1=O	-5	2.0	1	-13	1	-0.4	0	4	-5
COc1ccc(NC(=O)C2CCOC(C)(C)C2)cc1 (centres undefined)	-7	-1.5	-3	-4	8	1.2	-2	-6	1
CCN(C(=O)c1cc2cc3ccc(C)cc3nc2o1)c1ccc(OC)cc1	-10	0.5	4[fluorescence artefact?]	-21	-23	-1.4	1	-2	1
Cc1ccc(C(=O)NC(=S)Nc2ccc(N3CCOCC3)cc2)c(C)c1	-8	2.6	-3	2	3	0.4	4	-1	5
Cc1ccc(CNC(=O)CSc2nc3ccsc3c(=O)n2NC(=O)c2ccccc2)cc1	nt	-0.9	6[fluorescence artefact?]	-12	-6	0.1	0	1	-1

One compound at a time (already shown). Values in the order: Mdm2 ligase inh	S1P4 ag	eIF4E-4G inh	S1P4 antagonist	NPY2 pot ag	PERK inhibitor	BaF3 tox	Ba/F3 V617F tox	Wee1 stabilizer
Listed for CCN(C(=O)c1cc2cc3ccc(C)cc3nc2o1)c1ccc(OC)cc1 : -10	0.5	4[fluorescence artefact?]	-21	-23	-1.4	1	-2	1
Listed for CC1(C)Cc2c(c(N3CCOCC3)nc3snc(Br)c23)CO1 : -2	2.0	0	-26	-16	-0.8	17	9	-2

The results go on:
SMILES	Mdm2 ligase inh	S1P4 ag	eIF4E-4G inh	S1P4 antagonist	NPY2 pot ag	PERK inhibitor	BaF3 tox	Ba/F3 V617F tox	Wee1 stabilizer
Nc1nnc(SCC(=O)N2CCN(c3cccc(Cl)c3)CC2)n1-c1ccccc1	-2	-0.7	-3	-1	-2	0.0	6	-1	-1
COc1ccc(-c2noc(CCC(=O)Nc3ccc(C)c(C)c3)n2)cc1	-2	0.8	1	1	-13	-0.3	2	0	1
Cc1noc(NS(=O)(=O)c2ccc(N/C=C\C(=O)c3ccncc3)cc2)c1C	-2	-0.2	-6	-6	5	-0.3	4	-1	4
Cc1cc([N+](=O)[O-])nn1CCCC(=O)Nc1cc(Oc2ccc(F)cc2)cc([N+](=O)[O-])c1	-15	2.7	4	6	-12	0.2	4	0	-1
COc1ccc(Cc2[nH]n3c(=O)c(Cl)c(C)nc3c2-c2ccccc2)cc1	-17	-0.6	-3	5	6	0.6	6	0	-3
CC(NC(=O)c1ccc(Cl)cc1)C(=O)N1CCCCC1 (centres undefined)	-3	0.1	5[fluorescence artefact?]	-4	5	0.9	8	-2	-1
CC(=O)c1ccc2noc(-c3ccc(Cl)cc3)c2c1	-11	-1.2	2	-14	-3	0.0	-1	-3	0
CCOC(=O)C1=C(C)N(C)C(=O)NC1c1ccc(C)s1 (centres undefined)	-13	-1.8	8	12	-8	0.0	5	-1	2
Cc1cc(C)nc(N2CCN(c3nnnn3-c3ccccc3)CC2)n1	-12	0.0	-1[fluorescence artefact?]	-9	14	0.6	3	0	0
Cc1nc2ccccn2c1/C(O)=C1\C(=O)C(=O)N(CCN2CCOCC2)C1c1cccnc1 (centres undefined)	-36	0.3	0	-17	0	1.5	2	-4	-3
Cc1nn(CC(=O)O)c(C)c1[N+](=O)[O-]	2	1.7	0	-14	-6	0.7	2	-4	1
O=c1c2ccccc2nc(SCc2ccc(F)cc2Cl)n1CCCN1CCOCC1	nt	-0.4	6	8	-43	0.1	-1	3	1
Cc1cc(C)c2c(CN3CCN(Cc4ccc5c(c4)OCO5)CC3)cc(=O)oc2c1C	-7	0.2	8	11	3	-0.3	7	0	0
CCCCCC(=O)NC(CC(=O)OC)c1ccc2c(c1)OCO2 (centres undefined)	-2	-0.2	3	-8	-4	-0.2	4	1	-4
COc1cc(/C=N/NC(=O)c2cccs2)ccc1O	-7	0.9	3	-4	-14	2.2	-1	-4	-1
O=c1[nH]c2ccccc2c2ccccc12	-14	2.4	7	-8	4	0.6	2	1	0
Cc1ccc(CSc2nnc(CC(=O)Nc3ccc(C)cc3)n2C)cc1	-2	-1.1	6[fluorescence artefact?]	-13	-2	-0.6	5	2	-1
O=C(NCc1ccco1)C1CCC(N2C(=O)c3ccccc3C2=O)CC1 (centres undefined)	nt	2.2	14	11	-15	1.2	6	-1	0
COc1ccc(C2=NN(C(=O)CSc3ncccn3)C(c3ccc(C)cc3)C2)cc1 (centres undefined)	-22	0.7	3	-11	1	-0.3	12	3	3
O=S(=O)(c1ccc(Cl)cc1)N1CCN=C1SCc1cccnc1	7	0.2	-1	-15	9	0.1	6	1	0
CC(=O)N1CCN(CC(=O)Nc2ccc3c(c2)CCC3)CC1	-5	-0.6	-2	-6	5	1.7	4	-4	-3
Cc1ccc(C)c(-n2c(SCC(N)=O)nnc2-c2ccccn2)c1	-18	0.9	5[fluorescence artefact?]	-12	3	-0.4	1	3	1
CCCCc1cc(=O)oc2c(CN(C)C)c(O)ccc12	21	3.9	7	9	6	-0.1	4	-1	-3
C/C(=N\O)c1ccc2c(c1)OCCO2	-5	-1.5	-2	-7	1	0.4	7	0	0
Cc1ccc(/C=C/C(=O)NCCc2c[nH]c3ccccc23)o1	-15	-0.1	-3	2	-5	0.2	1	-3	-1
CC1Cc2ccccc2N1C(=O)CSc1nc(N)cc(=O)[nH]1 (centres undefined)	-8	1.9	-6	13	0	0.3	0	-4	0
CS(=O)(=O)N(CC(=O)N1CCCC1)c1ccc(Cl)c(Cl)c1	-12	-4.2	-1	14	4	-0.5	-1	-4	3
O=C(O)c1cccc(CN2C(=O)SC(Nc3cccc4ccccc34)C2=O)c1 (centres undefined)	-10	-0.9	-1	-1	-6	-0.6	3	6	-3
Cc1ccc(/C=N/NC(=O)c2cccc([N+](=O)[O-])c2)o1	-22	-0.5	3	-9	9	0.5	6	3	-2
O=c1cc(CO)oc(C(Nc2ccccn2)c2ccc(C(F)(F)F)cc2)c1O (centres undefined)	-6	-1.2	7	-13	5	0.8	6	5	0
COC(=O)Cc1ccc2sc(-c3ccccc3)nc2c1	-58	0.9	11	-14	-8	0.3	12	2	3
Cc1nn(-c2ccccc2)c(=S)n1-c1ccccc1	-9	0.9	-1	-15	-8	0.3	3	0	-1
O=C(O)c1ccc2c(c1)C(c1ccccc1)OC2=O (centres undefined)	0	-0.2	-3	-10	-10	1.4	13	-5	-1
Cc1ccc2cc(CN(CCN3CCCC3)C(=O)Nc3ccccc3)c(=O)[nH]c2c1C	-5	-0.9	4	3	-31	-1.4	7	3	-3
Cc1cc(C(F)(F)F)nn1Cc1n[nH]c(=S)n1-c1ccc(Cl)cc1	-11	-1.6	7	7	0	1.2	3	0	0
CCOc1nc(NCCc2ccc(OC)c(OC)c2)nc(N2CCN(c3ccc(OC)cc3)CC2)n1	-10	-0.6	-21	-10	4	-1.2	4	4	0
Cc1ccc(-n2c(CSc3nc(C)cc(C)n3)nnc2SCC(=O)Nc2nccs2)cc1	nt	1.1	0	-15	1	-0.9	0	0	-1
CCc1c(C)c(C#N)c2nc3ccccc3n2c1Nc1c(C)n(C)n(-c2ccccc2)c1=O	-5	1.8	2	-10	-7	-0.5	3	3	1
O=C(Cn1c(=O)[nH]c2ccccc2c1=O)N1CCN(c2cccc(Cl)c2)CC1	-20	0.4	0	17	0	0.6	4	0	-2
CC1CN(S(=O)(=O)c2ccc(-c3nc4ccccc4s3)cc2)CC(C)O1 (centres undefined)	2	-0.8	-4	-9	14	-0.2	4	0	4
O=C(c1cc([N+](=O)[O-])cc([N+](=O)[O-])c1)N1CCOCC1	-12	-0.1	-7[fluorescence artefact?]	-5	-1	0.7	-1	-1	-3
COc1ccc(N2C(=O)CC(Sc3nnc(-c4ccccc4)o3)C2=O)cc1 (centres undefined)	-6	0.5	3	-1	1	0.6	6	0	-2
CCC(=O)Nc1ccc(C(=O)N2CCN(C(=O)c3ccco3)CC2)cc1	-11	-1.2	3	-1	20	0.8	0	-3	3
COc1ccc(Nc2ccc(OC)cc2)cc1	-7	0.7	8	9	-18	-0.8	3	1	3
Cn1c(NC(=O)c2cccnc2)nc2ccccc21	-21	-1.1	13	2	4	0.7	1	1	-1
Cc1ccc2c(c1)c(=O)c1c3n2CCN(C(=O)CCl)C3CC1 (centres undefined)	-10	-2.0	1	6	9	-0.1	4	-1	-2
CCOC(=O)/C(C#N)=C\c1ccc(OC)c(OC)c1	-11	0.2	-1	-23	6	0.6	7	-2	-3
COc1ccc(C)cc1NC(=O)CN1C(=O)c2cccc3cccc1c23	-2	0.6	-13	9	-22	-1.5	4	-2	1
CCCc1nnc(NC(=O)CCC(=O)N2CCCCCC2)s1	0	-0.2	5	3	2	-0.1	0	-4	1
O=c1cc(Cc2ccccc2)[nH]c(=S)[nH]1	5	1.4	5	-21	3	0.1	3	0	0

The list continues:
SMILES	Mdm2 ligase inh	S1P4 ag	eIF4E-4G inh	S1P4 antagonist	NPY2 pot ag	PERK inhibitor	BaF3 tox	Ba/F3 V617F tox	Wee1 stabilizer
Cc1cccc(CC(=O)N2CCC(N3CCC(C(=O)N4CCOCC4)CC3)CC2)c1	-17	-0.4	1	-4	-12	2.6	2	-4	-2
O=C(CSCc1ccc(F)cc1)N1CCN(c2ccccc2)CC1	-19	0.8	5	-10	0	-0.9	4	0	-2
O=C1C2C3C=CC(C3)C2C(=O)N1c1ccncc1 (centres undefined)	-5	0.1	-3	-20	-9	-0.4	4	0	-2
COC(=O)c1ccc(NC(=O)c2ccc(CN3CCOCC3)cc2)cc1	-5	2.1	-2	-33	18	0.1	6	0	1
Cc1cc(C)n2c(nc3ccccc32)c1C(=O)NN	-11	0.6	3	-16	4	1.2	2	0	1
O=C1CC(N2CCN(c3nc4ccccc4s3)CC2)C(=O)N1c1ccc(F)cc1 (centres undefined)	-69	0.3	3	7	6	0.0	6	0	1
CO/N=C/NC(=O)c1c(OC)ccnc1Oc1cccc(C(F)(F)F)c1	-39	-0.4	-7	-2	-3	1.6	3	-5	-2
Cc1cc(C)c(C)c(S(=O)(=O)NCc2ccc(C(=O)N3CCCC3)cc2)c1C	-11	0.5	3	-4	-1	1.1	0	2	2
COc1ccc(CN2CC(=O)N(c3ccc(C)cc3)C2=S)cc1OC	5	1.7	5	-22	4	0.1	3	-1	-2
CC1(C)Cc2noc(N)c2C(C)(C)N1OC(=O)c1scc2c1OCCO2	-13	-0.8	2[fluorescence artefact?]	-13	-4	-0.9	0	-1	-1
CCc1ccc(OCC(=O)NC(C)C)cc1	-5	1.3	-3	-18	-3	1.2	8	1	1
O=Cc1ccc(-c2cccc([N+](=O)[O-])c2)o1	-73	0.8	6	4	-17	0.8	-3	-4	10*
CCOC(=O)c1cn(CC(=O)Nc2ccc3c(c2)OCCO3)nn1	10	-0.1	5	-10	-21	1.3	8	-2	0
C=CCn1c(=NC(=O)C2CCCCC2)sc2cc(NC(C)=O)ccc21	-19	-0.5	-1	4	-1	1.7	8	-4	2
